Assay outcomes (PubChem BioAssay)
hgDAF-12 ag: agonists of H. glycines DAF-12 nuclear receptor. 1.8% of 370,000 active. AID 687014. activation, % at 6.8 µM. HEK293 GAL4-hgDAF12 UAS-luciferase reporter, agonist luminescence; normalized to butyrate control;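 active = activation above a cutoff set at the mean of all screened compounds plus 3 SD, cut at about 10% in these data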;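 note: 0% = DMSO wells and 100% = sodium butyrate wells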
PG9 binder: binds the HIV-1 gp120 antibody PG9; TR-FRET gp120-PG9 antibody binding; inhibition, % at 6.7 µM; 0.43% of 360,000 active; AID 624416; in the data active = inhibition above about 8.5%
hcDAF-12 act: activators of H. contortus DAF-12 nuclear receptor; HEK293 hcDAF-12 lit1-tk-luc reporter, luminescence; 0% DMSO, 100% Δ7-dafachronic acid; activation, % at 6.8 µM; 1.4% of 370,000 active;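 active = activation above the mean of all tested compounds plus 3 SD, cut at about 5.5% in these data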;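 note: 100% = response to 3 µM Δ7-dafachronic acid high control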
ADAM17 inh: ADAM17 inhibition, QFRET primary screen. 0.83% of 370,000 active. inhibition, % at 6.95 µM. recombinant ADAM17, EDANS/DABCYL FRET peptide cleavage. P78536;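 active = inhibition above the mean of compounds lying between control limits plus 3 SD, set per campaign, cut at about 8.5% in these data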;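 note: 0% = DMSO-only wells as the low control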
Target sequence (P78536 215-824 limits assumed): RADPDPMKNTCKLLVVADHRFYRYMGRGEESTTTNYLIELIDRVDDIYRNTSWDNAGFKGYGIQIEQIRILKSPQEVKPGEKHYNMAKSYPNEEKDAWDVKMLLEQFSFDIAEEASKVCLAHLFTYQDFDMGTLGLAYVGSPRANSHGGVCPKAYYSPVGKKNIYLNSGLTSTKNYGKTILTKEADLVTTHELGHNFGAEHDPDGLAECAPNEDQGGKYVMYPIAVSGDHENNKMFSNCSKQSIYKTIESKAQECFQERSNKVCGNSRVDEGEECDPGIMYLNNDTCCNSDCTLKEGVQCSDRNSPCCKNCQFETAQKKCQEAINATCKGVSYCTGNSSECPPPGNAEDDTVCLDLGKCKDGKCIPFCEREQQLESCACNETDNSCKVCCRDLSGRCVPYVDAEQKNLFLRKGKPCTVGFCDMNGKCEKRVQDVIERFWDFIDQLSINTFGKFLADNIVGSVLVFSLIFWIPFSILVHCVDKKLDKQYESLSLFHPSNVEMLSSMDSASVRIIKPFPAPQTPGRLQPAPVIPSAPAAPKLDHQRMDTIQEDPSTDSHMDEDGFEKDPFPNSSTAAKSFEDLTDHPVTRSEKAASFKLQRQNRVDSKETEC
SMARCA2 activ: SMARCA2 function activation, primary screen; MG213 cells, MMTV-luciferase reporter, dexamethasone, overnight; activation, % at 9.1 µM; 1% of 370,000 active; in the data active = activation above about 7.8%;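 note: 0% = vehicle wells and 100% = reference activator wells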
ssDAF-12 act: activators of S. stercoralis DAF-12 nuclear receptor. AID 652126. activation, % at 6.8 µM. HEK293 ssDAF-12/GRIP1 lit1-tk-luc reporter, luminescence; % of 3 µM dafachronic acid response. 1% of 370,000 active;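 active = activation above the mean over all tested compounds plus 3 SD, cut at about 0.9% in these data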;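 note: 0% = DMSO-only wells and 100% = 3 µM delta7-dafachronic acid wells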
DAX1 inh-1: inhibits human nuclear receptor DAX1 | inhibition, % at 6.75 µM | AID 504766 | HEK293 Gal4-DAX1 luciferase reporter, luminescence | 0.99% of 340,000 active | P51843;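 active = inhibition above the mean over all tested compounds plus 3 SD, cut at about 4.2% in these data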;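 note: 0% = DAX1-transfected cells with DMSO and 100% = empty-vector control cells with DMSO; inhibition shows as a rise in luminescence from relieved DAX1 repression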
Target sequence (P51843 207-470 limits assumed): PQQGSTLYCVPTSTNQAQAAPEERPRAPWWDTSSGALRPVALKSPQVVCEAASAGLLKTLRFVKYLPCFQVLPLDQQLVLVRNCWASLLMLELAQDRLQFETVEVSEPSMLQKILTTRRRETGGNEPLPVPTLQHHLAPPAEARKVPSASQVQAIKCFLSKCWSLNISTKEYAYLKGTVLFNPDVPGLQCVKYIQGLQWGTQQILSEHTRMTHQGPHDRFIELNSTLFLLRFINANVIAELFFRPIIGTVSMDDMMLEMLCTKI
NPR1 activator: GC-A (human) enzyme activation | P16066 | activation, % at 10 µM | HEK293 GC-A cells, cGMP TR-FRET, EC30 ANP; 0% at EC30 ANP, 100% saturating ANP | 0.14% of 370,000 active; in the data active = activation above about 40%
DAX1 inh-2: DAX1 (NR0B1) inhibition, primary screen; inhibition, % at 6.8 µM; AID 652010; HEK293T StAR-luciferase reporter, SF-1/DAX-1 repression relief; 1.1% of 370,000 active;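 active = inhibition above the mean over all tested compounds plus 3 SD, cut at about 3.6% in these data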;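 note: 0% = DAX-1 cells with DMSO and 100% = cells lacking DAX-1 with DMSO; higher inhibition means more luminescence from relief of DAX-1 repression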
ADAM10 inh: inhibitors of human ADAM10 | recombinant ADAM10, EDANS/DABCYL FRET peptide cleavage, 3 h | O14672 | 0.62% of 370,000 active | inhibition, % at 7 µM;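 active = inhibition above a per-campaign cutoff equal to the mean of compounds falling between control-based bounds plus 3 SD, cut at about 20% in these data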;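 note: 0% = DMSO wells while the 100% control is not disclosed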
FXN GAA850 act: increases GAA850 frataxin promoter reporter activity; HEK293 lucGAA850 FXN promoter luciferase reporter, 24 h; percent of 10 µM SAHA response; 0.56% of 360,000 active; activation, % at 6 µM;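 active = activation above the average of all compounds screened plus 3 SD, cutoff fixed separately per campaign, cut at about 7.5% in these data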;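 note: 0% = DMSO wells and 100% = 10 µM SAHA wells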
An asterisk follows results filed as active; i = inactive; . = not tested or not shown. The order is random; overall some 6.8% were active at least once.

SMILES | hgDAF-12 ag | PG9 binder | hcDAF-12 act | ADAM17 inh | SMARCA2 activ | ssDAF-12 act | DAX1 inh-1 | NPR1 activator | DAX1 inh-2 | ADAM10 inh | FXN GAA850 act
CC1=NN(C(N)=S)C(=O)C1N=Nc1ccccc1Cl (stereo not given) | 1.0 | -0.5 | -1.1 | -1 | 4 | -1.1 | 0.9 | -3 | -0.6 | -2 | 2.8
Cc1cc(C)cc(NC(=O)COc2ccc(C(=S)N3CCOCC3)cc2)c1 | 1.4 | 0.6 | 0.7 | -2 | 1 | -1.6 | -0.6 | 2 | -0.4 | 6 | 2.9
CCc1c(-c2ccc(Br)cc2)ncn1Cc1cccc(-c2ccccc2)c1 | 0.1 | -0.6 | -1.8 | -2 | -4 | -1.3 | . | -7 | 0.1 | -1 | .
O=C(CNC(=O)c1ccccc1F)Nc1ccccc1C(F)(F)F | 0.4 | -2.8 | -2.0 | -2 | 2 | -1.7 | 0.4 | 4 | -0.5 | 4 | 1.0
CC(Sc1ccccc1)C(=O)NNC(=O)c1ccncc1 (stereo not given) | 3.8 | 0.0 | -1.0 | -5 | 0 | -0.8 | -0.4 | 1 | 1.3 | -4 | 0.4
Cc1ccc(NS(=O)(=O)c2ccc3c(c2)OCCCO3)cc1S(=O)(=O)N1CCOCC1 | 2.7 | -0.1 | 0.3 | -1 | -2 | -1.0 | -0.5 | -2 | -2.8 | -16 | -0.3
CCN1CCN(S(=O)(=O)c2ccc(Cl)c(C(=O)NCCc3ccccc3)c2)CC1 | 6.9 | 0.6 | 2.5 | -3 | 2 | 0.1 | 0.8 | 2 | 5.6* | -10 | 2.4
CCCN1C(=O)c2cc(C(=O)NCc3ccc(OC)cc3)ccc2C1O (stereo not given) | 0.4 | -0.3 | 0.9 | -2 | -1 | -1.0 | 0.8 | 3 | -0.6 | -12 | 1.9
CCOC(=O)C1=CN(Cc2cccc(Br)c2)S(=O)(=O)N(CC)C1C (stereo not given) | -2.2 | 1.4 | 0.9 | 1 | -1 | -1.2 | -0.5 | -14 | 0.1 | 4 | -1.6
CC[C@]12c3[nH]c4ccc(Cl)cc4c3CCN1C(=O)[C@@H](CC(=O)NCCCN(C)C)C[C@@H]2C(=O)N1CCN(C(=O)c2ccco2)CC1 | 1.4 | -1.9 | -1.2 | 2 | 4 | -0.9 | 0.0 | 2 | 1.3 | -6 | -2.9
Cc1ccc(-c2[nH]nc3c2C(c2cccnc2)C(C#N)=C(N)O3)cc1 (stereo not given) | 0.4 | -0.2 | -1.0 | 0 | -2 | -1.4 | -0.1 | -27 | -1.0 | -8 | -1.1
CCCC(=O)Nc1c(-c2cccs2)c(=O)c2ccccc2n1C | 4.0 | -2.4 | -0.8 | -10 | -2 | -1.7 | -1.2 | 3 | -1.0 | -24 | -5.2
Cc1c(Cc2ccccc2)c(=O)oc2cc(OCC(=O)N3CCC(C(N)=O)CC3)ccc12 | 1.0 | -0.2 | -1.0 | -319 | 0 | -1.0 | 1.2 | 13 | -0.4 | i | 2.9
CCNC(=O)NC(=O)C(C)Sc1nc2cc(C(=O)OC)ccc2c(=O)n1-c1ccccc1 (stereo not given) | 2.4 | 0.1 | 0.6 | -3 | 9.4* | -0.8 | 0.9 | -2 | -0.3 | 1 | -0.5
COc1cccc(N2CC(C(=O)Oc3ccc4ccccc4c3)CC2=O)c1 (stereo not given) | 0.5 | -1.1 | 1.3 | -6 | -2 | -0.2 | 0.9 | 4 | 0.1 | -27 | -0.3
CC(=O)NC(CC(=O)NCC(c1ccco1)N(C)C)c1ccccc1 (stereo not given) | 2.1 | -1.9 | 1.6 | 0 | 0 | -1.4 | -0.4 | -2 | 0.7 | -11 | 3.4
O=C(Nc1cccc(-c2nnco2)c1)c1cccs1 | 1.8 | -1.9 | -0.5 | -3 | -2 | -2.1 | -1.3 | 4 | -0.2 | 1 | -0.4
CCOC(=O)C1(CCOc2ccccc2)CCN(Cc2cnc(C)[nH]2)CC1 | 3.5 | -1.9 | -0.5 | -2 | -1 | -1.8 | -1.1 | -2 | -1.1 | -4 | 0.7
O=C(c1ccc2c(c1)OCO2)N(CC1CCCO1)C1(C(=O)NC2CCCC2)CCCCC1 (stereo not given) | 2.3 | -0.4 | -1.1 | -3 | -1 | -1.1 | 0.7 | -21 | -1.6 | 9 | 0.7
O=C(OCC(=O)N1CCc2ccccc21)c1nc(Cl)ccc1Cl | 1.5 | -0.9 | 0.6 | -3 | -4 | -0.3 | -0.4 | 2 | 0.5 | -7 | -0.3
CCOCC(=O)N1CCN(c2ccc(F)cc2)CC1 | -0.4 | 1.2 | -0.2 | -2 | 0 | -1.3 | 0.7 | 3 | -0.8 | -3 | -1.9
Clc1ccc(OCc2nnc(-c3ccccc3Br)o2)c(Cl)c1 | 4.4 | 0.0 | 0.7 | 0 | 5 | -1.9 | 0.4 | 2 | 0.8 | 6 | 5.0
Cc1cccc(Nc2c([N+](=O)[O-])c(=O)n(C)c3ccccc23)c1 | -3.1 | 1.0 | 0.0 | -7 | 0 | -1.5 | -1.0 | 2 | -0.9 | -4 | 4.2
C=CCN(CC=C)C(=S)NC(=O)c1ccc([N+](=O)[O-])cc1 | 3.7 | -1.2 | 0.1 | 5 | -1 | -1.1 | -1.1 | 2 | -0.1 | 1 | -0.2
CCOC(=O)CSC1=C(C#N)C(c2ccc(C)s2)CC(=O)N1 (stereo not given) | -2.0 | 0.9 | -1.5 | -3 | -4 | -0.6 | -1.6 | 0 | -1.2 | -8 | 1.3
Cc1ccc(NC(=O)c2cc(=O)c3ccccc3o2)c(C)c1 | 2.9 | -1.9 | -1.6 | 0 | 1 | -0.2 | 0.1 | 2 | 1.2 | 3 | 4.1
CCN1CCc2c(sc(N)c2C#N)C1 | 0.4 | -2.1 | -0.8 | -56 | 1 | -1.2 | -0.3 | 9 | 0.8 | -180 | 0.2
CCOC(=O)/C(=N\Nc1ncnc2ccccc12)c1ccc(C)cc1 | 21* | -2.6 | 19* | 3 | 5 | 2.5* | -0.5 | 2 | 2.2 | -1 | -0.9
Cc1cc(C(=O)CN2C(=O)NC3(CCC(C)CC3)C2=O)c(C)n1C (stereo not given) | -0.8 | 0.4 | 0.6 | -8 | -2 | -1.6 | 0.2 | -1 | -0.5 | 0 | -0.9
CCN(CC(=O)Nc1ccc(NC(C)=O)cc1)C(=O)Cc1c(Cl)cccc1Cl | -1.3 | -1.3 | -0.4 | 1 | 1 | -0.9 | 1.7 | 1 | 0.8 | 7 | -2.3
Cc1ccc(CS(=O)(=O)CCC(=O)NCCCN2CCCC2=O)cc1 | 0.9 | 0.4 | -0.8 | -3 | 3 | -0.9 | 1.1 | 5 | 0.1 | -3 | 3.9
CCOc1cccc(N(C(=O)c2ccco2)C(C(=O)NC2CCCC2)c2cccnc2)c1 (stereo not given) | 1.2 | 0.7 | -1.3 | 2 | 2 | -0.5 | -0.2 | -2 | 0.2 | 4 | 1.6
CC(=O)c1ccc(Nc2nc(C(N)C(C)C)cs2)cc1 (stereo not given) | -0.8 | -1.3 | 0.0 | 1 | -6 | -0.5 | . | 1 | 0.9 | -39 | -1.4
COc1cc(C(=S)N2CCOCC2)cc(OC)c1OC(=O)c1cc([N+](=O)[O-])cc([N+](=O)[O-])c1 | -1.1 | 0.2 | -1.3 | -7 | -1 | -0.8 | 0.1 | -4 | 0.0 | -7 | -0.5
Cc1ccc(S(=O)(=O)N2CCN(C(=O)c3ccco3)CC2)c(C)c1 | -1.5 | 1.9 | -0.2 | -5 | -1 | -1.3 | 0.1 | 1 | 0.2 | -4 | 1.6
O=C(COc1ccc(Cl)cc1)NCc1nnc(SCC(=O)N2CCCCCC2)o1 | 1.1 | -0.4 | -0.4 | 1 | 0 | -1.3 | -0.6 | 0 | 0.0 | 0 | 0.2
COC(=O)c1ccccc1NC(=O)c1sc(Cl)nc1C | -1.8 | -1.1 | -0.2 | 2 | -1 | -0.9 | 0.5 | 6 | -1.2 | -7 | -1.2
COc1cc(CN2CCC(C(=O)N3CCC(C)CC3)CC2)cc(Br)c1O | -1.6 | 0.8 | -2.0 | 0 | -3 | -1.4 | -0.2 | 1 | -0.6 | 0 | -1.5
Cc1oc(-c2ccc(Cl)cc2)nc1CN1CCCC(C(=O)NCc2ccccn2)C1 (stereo not given) | -1.9 | -2.0 | -1.6 | -2 | -2 | -1.7 | 0.7 | -4 | -0.9 | 4 | 1.4
COc1ccc(C2c3cc(OC)c(OC)cc3CCN2C(=O)c2ccccc2Br)cc1OC (stereo not given) | -1.1 | -1.0 | -0.5 | 4 | -5 | -1.6 | 1.5 | -9 | 0.3 | 18 | -1.7
COc1ccc2c(CC(=O)Nc3ccccc3OC)coc2c1 | 1.9 | 0.1 | 1.8 | -1 | -1 | -1.8 | -0.8 | -2 | 1.2 | 6 | 0.2
Nc1ccn([C@@H]2O[C@H](CNC(=O)[C@H]3CCC(=O)N3)[C@@H](O)[C@H]2O)c(=O)n1 | -2.0 | -0.7 | 0.8 | 0 | -3 | -1.1 | 0.6 | 1 | 0.8 | -10 | 0.0
CC(O)c1cccc(-c2ccc(CN3C[C@]4(CO)O[C@@H](CO)C[C@@H]4S3(=O)=O)cc2)c1 (stereo not given in full) | -0.2 | -0.4 | 0.5 | -1 | 0 | -0.3 | 0.0 | 0 | 0.2 | -10 | -0.1
CC(=O)OCCn1c([N+](=O)[O-])cnc1C=[N+]([O-])C1CCCCC1 | 2.6 | -2.0 | 2.4 | -1 | 7 | -0.3 | 0.1 | 1 | 1.5 | -6 | -1.5
O=C(O)c1cccc(-c2ccc(/C=C3/SC(=Nc4ccccc4)N(Cc4cccnc4)C3=O)o2)c1 | 4.2 | -0.4 | -0.2 | -3 | 4 | -0.9 | 0.1 | -4 | 0.0 | 0 | 4.4
CC(NS(=O)(=O)c1ccc(Br)cc1)C(=O)NCc1ccc2c(c1)OCO2 (stereo not given) | -2.0 | -2.8 | -0.5 | -6 | -4 | -1.2 | 0.7 | -2 | 0.4 | 1 | 2.9
COC(=O)c1sc2nc(CSc3ccc(Br)cc3)[nH]c(=O)c2c1C | 0.6 | -1.4 | -1.7 | 2 | 2 | -0.6 | -1.1 | 0 | 0.1 | 2 | 0.9
Cc1ccccc1-c1nc(CN2CCC(C(=O)NC3CCCCC3)CC2)c(C)o1 | 0.7 | -2.0 | -2.2 | -4 | 0 | -0.7 | 0.6 | -1 | -0.1 | 2 | 0.8

Entries listed so far that contain a cyano group:
SMILES | hgDAF-12 ag | PG9 binder | hcDAF-12 act | ADAM17 inh | SMARCA2 activ | ssDAF-12 act | DAX1 inh-1 | NPR1 activator | DAX1 inh-2 | ADAM10 inh | FXN GAA850 act
Cc1ccc(-c2[nH]nc3c2C(c2cccnc2)C(C#N)=C(N)O3)cc1 (stereo not given) | 0.4 | -0.2 | -1.0 | 0 | -2 | -1.4 | -0.1 | -27 | -1.0 | -8 | -1.1
CCOC(=O)CSC1=C(C#N)C(c2ccc(C)s2)CC(=O)N1 (stereo not given) | -2.0 | 0.9 | -1.5 | -3 | -4 | -0.6 | -1.6 | 0 | -1.2 | -8 | 1.3
CCN1CCc2c(sc(N)c2C#N)C1 | 0.4 | -2.1 | -0.8 | -56 | 1 | -1.2 | -0.3 | 9 | 0.8 | -180 | 0.2
